AMA1-RON2 inh: qHTS for Inhibitors of AMA1-RON; Towards Development of Antimalarial Drug Lead: Primary Screen. AlphaScreen AMA1-biotinylated RON2 peptide binding. Plasmodium falciparum AMA1 (3D7) - RON2 peptide interaction. 360,000 tested, 0.2% active. Potency, µM (titrated, usually from 58.2 µM), for inactives: at the top dose activity change, negative = inhibition, hits mostly inhibitors;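 further: potency means the concentration at half of the fitted maximal effect; 0% = vehicle wells and -100% = peptide control; nearly all actives have a fitted effect of over 45% in size; some results filed as inactive show a strong effect at the top dose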
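AMA1 (3D7) with his tag at 25 nM final met compounds first, then biotinylated RON2 peptide at 25 nM; detection used donor plus acceptor beads, 10 µg/mL apiece, read by AlphaScreen after 30 min at room temperature.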
Shiga inhibitor: A qHTS for Small Molecule Inhibitors of Shiga Toxin | 290,000 tested, 9.2% active | Vero cells, Shiga toxin protein synthesis inhibition reporter | inhibition, % at 38.7 µM; in the data active means inhibition mostly above about 28%, no sharp cut-off; inactive means mostly below about 43%; further: 0% is about no effect
HCMV antiviral: qHTS Assay for inhibitors of the human cytomegalovirus (HCMV) | HFF cells, HCMV-luciferase reporter, 72 h; active compounds read low | activity change, negative = inhibition, % at 57.5 µM | 410,000 tested, 4.5% active | AID 1259415, 2018; in the data active means activity change below about -60%; further: on the % scale 0 is the no-effect control and ±100 the full control effect
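Compounds were evaluated in HFFs infected with an HCMV luciferase reporter virus (MOI 1 PFU/cell). Luciferase in lysates collected 72 h post infection served as the replication measure.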
AmpC no deterg: qHTS Inhibitors of AmpC Beta-Lactamase (assay without detergent). Potency, µM (top dose mostly 57.1 µM), for the others: at the top dose activity change, negative = inhibition, usual class: inhibitors. AID 485341, 2010. 330,000 tested, 0.52% active. AmpC nitrocefin hydrolysis, absorbance 480 nm, 0.0001% Triton;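 further: potency means the concentration at half of the fitted maximal effect; plate controls were no compound for no effect and no enzyme for full effect; nearly all actives have a fitted effect of over 20% in size; some results filed as inactive show a strong effect at the top dose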
Target sequence (P00811 whole entry, looked up): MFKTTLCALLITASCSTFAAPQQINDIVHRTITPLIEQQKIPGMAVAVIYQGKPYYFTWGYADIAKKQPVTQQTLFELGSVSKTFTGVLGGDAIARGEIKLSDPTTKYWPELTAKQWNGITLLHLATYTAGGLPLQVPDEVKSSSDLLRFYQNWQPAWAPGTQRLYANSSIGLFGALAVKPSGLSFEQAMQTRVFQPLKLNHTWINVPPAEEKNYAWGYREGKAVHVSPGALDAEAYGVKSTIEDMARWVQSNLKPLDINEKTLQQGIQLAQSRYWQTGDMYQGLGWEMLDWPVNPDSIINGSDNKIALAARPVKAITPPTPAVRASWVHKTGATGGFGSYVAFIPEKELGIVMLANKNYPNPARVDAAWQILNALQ
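AmpC (5.3 nM in the dispensed reagent) in 20 mM phosphate pH 7.0 with 0.01% (detergent screen) or 0.0001% Triton X-100 was preincubated with compounds for 15 min at room temperature. Nitrocefin was then added from an 800 uM solution, and hydrolysis was followed at 480 nm.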
CHX counter: Cycloheximide Counterscreen for Small Molecule Inhibitors of Shiga Toxin | cell reporter, cycloheximide protein synthesis inhibition counterscreen | max response, % | 300,000 tested, 12% active | AID 2314, 2010; in the data active means max response mostly above about 13%, no sharp cut-off; inactive means mostly below about 14%; further: read at 38.3 µM for the half of the compounds with a filed dose; 0% is about no effect
AmpC inh detg: qHTS Inhibitors of AmpC Beta-Lactamase (assay with detergent); AmpC hydrolysis of nitrocefin, absorbance 480 nm, 0.01% Triton; AID 485294, 2010; 370,000 tested, 0.041% active; P00811; Potency, µM (series often up to 114 µM), without a hit: top-dose activity change, negative = inhibition, most hits filed as inhibitors;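 further: potency means the concentration at half of the fitted maximal effect; 0% = no-compound wells and -100% = no-enzyme wells; nearly all actives have a fitted effect of over 25% in size; some results filed as inactive show a strong effect at the top dose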
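AmpC (5.3 nM in the dispensed reagent) in 20 mM phosphate pH 7.0 with 0.01% (detergent screen) or 0.0001% Triton X-100 was preincubated with compounds for 15 min at room temperature. Nitrocefin was then added from an 800 uM solution, and hydrolysis was followed at 480 nm.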
FBPA Giardia inh: qHTS Assay for Inhibitors of Fructose-1,6-bisphosphate Aldolase from Giardia Lamblia. 290,000 tested, 0.71% active. purified Giardia FBPA. AID 2451, 2010. Potency, µM (titrated, usually from 59.6 µM), for the others: at the top dose activity, negative = inhibition, actives largely listed as inhibitors; further: potency means the concentration at half of the fitted maximal effect; on the % scale 0 is the no-effect control and ±100 the full control effect; nearly all actives have a fitted effect of over 55% in size
Target sequence (A8B2U2 whole entry, looked up): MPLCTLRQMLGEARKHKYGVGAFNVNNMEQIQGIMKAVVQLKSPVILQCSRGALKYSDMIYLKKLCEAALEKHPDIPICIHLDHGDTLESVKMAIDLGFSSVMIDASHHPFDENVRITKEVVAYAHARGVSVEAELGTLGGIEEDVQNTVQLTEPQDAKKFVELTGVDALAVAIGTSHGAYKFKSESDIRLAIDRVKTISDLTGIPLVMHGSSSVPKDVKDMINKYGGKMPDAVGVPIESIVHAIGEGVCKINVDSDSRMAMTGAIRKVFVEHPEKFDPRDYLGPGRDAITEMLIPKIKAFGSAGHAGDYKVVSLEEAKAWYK
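40 nM FBPA preincubated 10 min at RT with compound (up to 57.5 uM final), then substrate plus GAPDH/TPI/NAD/arsenate coupling and diaphorase/resazurin added. Fluorescence read after 20 min at RT, 525/598 nm.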
An asterisk follows results filed as active; / = not tested or not shown; [ ] = remark or other dose. Unless noted, the call rests on the fitted dose curve; in most records, active means well fitted curve in the direction sought with a large enough effect; inconclusive means small, poorly fitted or top-dose-only effect, or another doubt; inactive means no such curve, though single readings can be large; an effect the other way counts as inactive or inconclusive.

Sample of the layout, 15 compounds:
Molecule	AMA1-RON2 inh	Shiga inhibitor	HCMV antiviral	AmpC no deterg	CHX counter	AmpC inh detg	FBPA Giardia inh
CC(=O)Cn1nnc(-c2ccc(C(F)(F)F)cc2)n1	4%	61*	87	-5%	27*	5%	2%
CCOc1ccc(N(CC(=O)NC2CCCC2)S(=O)(=O)c2ccccc2)cc1	4%	-4	-64*	77%[activator]	-1	-10%	1%
CCNC(=O)COC(=O)c1cc(C)nc2ccccc12	8%	-2	-3	-23%	-1	-4%	0%
CCn1c(CNC(=O)c2ccco2)nnc1SCC(=O)Nc1ccccc1Cl	-2%	-5	-20	-13%	-3	-2%	2%
C[C@H](NC(=O)[C@@H](Cc1c[nH]c2ccccc12)NC(=O)[C@@H](N)Cc1cnc[nH]1)C(=O)N[C@@H](Cc1c[nH]c2ccccc12)C(=O)N[C@H](Cc1ccccc1)C(=O)N[C@@H](CCCCN)C(N)=O	/	-3	/	/	-3	/	7%
O=C(O)C1CC=CCC1C(=O)Nc1ccc2c(c1)CCC2 (stereo not given)	5%	23	41	-11%	-2	-6%	/
C=CCN(C(=O)c1csnn1)C(C(=O)NC1CCCCC1)c1ccc(F)cc1 (stereo not given)	9%	-12	-15	9%	-2	-2%	2%
CCC(C)(C)NC(=O)C(c1ccc(OC)cc1)N(C(=O)CCC(=O)Nc1cc(C)on1)c1ccc2c(c1)OCO2 (stereo not given)	9%	-2	4	91%[activator]	-7	-11%	-2%
CC(NC(=O)c1ccc(F)cc1)C1CC2CCC1C2 (stereo not given)	7%	16	-37	-8%	3	2%	0%
CCc1nc2c(c(=O)c3ccccc3n2C)c(=O)n1C1CCCCCC1	0%	-9	-63*	/	6	/	2%
CCN(Cc1ccccc1)C(=O)c1cc(S(=O)(=O)N2CCOCC2)ccc1N1CCCC1	-11%	/	-25	-1%	/	-14%	/
Cc1cccc(OCC(=O)Nc2ccc(N3CCN(C(=O)c4ccccc4)CC3)cc2)c1	7%[2.32 µM]	-8	-36	54%	1	-5%	2%
Cn1c(=O)c2[nH]c(-c3ccccc3O)nc2n(C)c1=O	/	-5	/	-13%	2	1%	2%
CCCOc1ccc(C2C(C(=O)OC)=CN(CCOC)C=C2C(=O)OC)cc1	16%	12	-7	102%[activator]	-3	-10%	2%
O=C(Nc1ccc(Cl)cc1C(=O)NCCN1CCOCC1)c1ccc(Cl)cc1Cl	6%	-14	3	62%[activator]	-3	-4%	-5%

Main list (from the top)
Molecule	AMA1-RON2 inh	Shiga inhibitor	HCMV antiviral	AmpC no deterg	CHX counter	AmpC inh detg	FBPA Giardia inh
CC(=O)Cn1nnc(-c2ccc(C(F)(F)F)cc2)n1	4%	61*	87	-5%	27*	5%	2%
CCOc1ccc(N(CC(=O)NC2CCCC2)S(=O)(=O)c2ccccc2)cc1	4%	-4	-64*	77%[activator]	-1	-10%	1%
CCNC(=O)COC(=O)c1cc(C)nc2ccccc12	8%	-2	-3	-23%	-1	-4%	0%
CCn1c(CNC(=O)c2ccco2)nnc1SCC(=O)Nc1ccccc1Cl	-2%	-5	-20	-13%	-3	-2%	2%
C[C@H](NC(=O)[C@@H](Cc1c[nH]c2ccccc12)NC(=O)[C@@H](N)Cc1cnc[nH]1)C(=O)N[C@@H](Cc1c[nH]c2ccccc12)C(=O)N[C@H](Cc1ccccc1)C(=O)N[C@@H](CCCCN)C(N)=O	/	-3	/	/	-3	/	7%
O=C(O)C1CC=CCC1C(=O)Nc1ccc2c(c1)CCC2 (stereo not given)	5%	23	41	-11%	-2	-6%	/
C=CCN(C(=O)c1csnn1)C(C(=O)NC1CCCCC1)c1ccc(F)cc1 (stereo not given)	9%	-12	-15	9%	-2	-2%	2%
CCC(C)(C)NC(=O)C(c1ccc(OC)cc1)N(C(=O)CCC(=O)Nc1cc(C)on1)c1ccc2c(c1)OCO2 (stereo not given)	9%	-2	4	91%[activator]	-7	-11%	-2%
CC(NC(=O)c1ccc(F)cc1)C1CC2CCC1C2 (stereo not given)	7%	16	-37	-8%	3	2%	0%
CCc1nc2c(c(=O)c3ccccc3n2C)c(=O)n1C1CCCCCC1	0%	-9	-63*	/	6	/	2%
CCN(Cc1ccccc1)C(=O)c1cc(S(=O)(=O)N2CCOCC2)ccc1N1CCCC1	-11%	/	-25	-1%	/	-14%	/
Cc1cccc(OCC(=O)Nc2ccc(N3CCN(C(=O)c4ccccc4)CC3)cc2)c1	7%[2.32 µM]	-8	-36	54%	1	-5%	2%
Cn1c(=O)c2[nH]c(-c3ccccc3O)nc2n(C)c1=O	/	-5	/	-13%	2	1%	2%
CCCOc1ccc(C2C(C(=O)OC)=CN(CCOC)C=C2C(=O)OC)cc1	16%	12	-7	102%[activator]	-3	-10%	2%
O=C(Nc1ccc(Cl)cc1C(=O)NCCN1CCOCC1)c1ccc(Cl)cc1Cl	6%	-14	3	62%[activator]	-3	-4%	-5%

Continued:
Values run as follows: AMA1-RON2 inh, Shiga inhibitor, HCMV antiviral, AmpC no deterg, CHX counter, AmpC inh detg, FBPA Giardia inh
N=c1c(C(=O)NCCN2CCOCC2)cc2c(=O)n3ccccc3nc2n1CCc1ccccc1
    34%[activator], 13, -37, -4%, 8, -1%, /
CCOC(=O)CCc1c(C)c2c(C)nn(-c3ccccc3)c2[nH]c1=O
    -5%, -3, 0, 2%, 2, -1%, 2%
COCCNC(=O)COc1ccc(Br)cc1Cl
    9%, 42, /, -1%, 33*, -4%, 4%
CN(Cc1ccccc1)C(=O)c1c[nH]c2ccc(S(=O)(=O)N3CCOCC3)cc2c1=O
    -12%, -6, 20, -11%, -5, -11%, 9%
CCC(C)NC(=O)c1ccc2nc(-c3ccc(OC)c(OC)c3)c(-c3ccc(OC)c(OC)c3)nc2c1 (stereo not given)
    0%, -11, 35, 0%, 8, 1%, -1%
Cc1ccc(S(=O)(=O)N(c2nc(N(C)C)nc(N(C)C)n2)n2cnnc2)cc1
    0%, -7, 11, -18%, -2, 1%, 9%
O=C(Nc1ccc(Oc2cccnc2)cc1)c1cccc([N+](=O)[O-])c1
    10%, 44*, /, -45%, 16*, 0%, -24%
Cc1ccc(NC(=O)CSCC(=O)NCCc2ccccn2)c(C)c1
    -3%, -9, -4, -15%, -4, 5%, 2%
O=C(O)CCC(=O)Nc1cccc(C(=O)Nc2ccc(Br)cc2)c1
    -17%, 56, 57, -5%, 8, -10%, 3%
CCC(C)N(C(=O)COc1ccc(Cl)c2cccnc12)C1CCS(=O)(=O)C1 (stereo not given)
    2%, /, 26, 78%[activator], /, 0%, /

The results go on:
Values run as follows: AMA1-RON2 inh, Shiga inhibitor, HCMV antiviral, AmpC no deterg, CHX counter, AmpC inh detg, FBPA Giardia inh
CCC(=O)N1c2ccc(S(=O)(=O)N3CCCC3)cc2CC1C (stereo not given)
    -6%, -1, -11, 1%, 13, 3%, /
COC(=O)C1=C(c2cccc(C#N)c2)C[C@@H]2CC[C@H]1N2C(=O)N1CCCCC1
    0%, /, -19, 52%, /, 3%, /
Cc1ccc(C(=O)OC(C)C(=O)NC(C)CCc2ccccc2)o1 (stereo not given)
    -3%, /, -5, -7%, /, 5%, /
Cc1nn(C)cc1C(C(=O)NC1CCCCC1)N(C(=O)Cc1cccs1)c1ccc(F)cc1 (stereo not given)
    -2%, -11, -7, -16%, -1, -13%, 3%
COc1cc(NC(=O)c2cc(-n3cnnc3)ccc2Cl)cc(OC)c1
    -4%, -8, -29, -17%, -5, -3%, -1%
COc1ccccc1NC(=O)Cc1nnc(SCC(=O)c2ccc(F)cc2)n1C
    -5%, -8, -3, 19%, 1, -9%, 2%

Compound activity (PubChem)
